High-throughput results from PubChem BioAssay.
VEEV TC-83 Vero: inhibitors of VEEV TC-83 cytopathic effect, confirmation, Vero cells (AID 588727); Vero cells, VEEV TC-83 cytopathic effect inhibition; higher % means a stronger effect; inhibition, % at 20 µM, or IC50 in µM where a hit was titrated; 350,000 tested, 0.13% active; in the data active means a potency from the dose series; inconclusive means inhibition mostly from about 14% at the one dose, without a potency; inactive means the rest, 99 in 100 with inhibition below about 12%; further: strong numbers were not always called active
tuberculosis growth: growth inhibition of non-replicating M. tuberculosis (AID 488890); 320,000 tested, 0.39% active; one-dose inhibition, % at 25 µM; IC50 in µM for titrated hits; Mycobacterium tuberculosis non-replicating, growth inhibition; higher % means a stronger effect; in the data active means a potency from the dose series; inconclusive means inhibition mostly from about 82% at the one dose, without a potency; inactive means the rest, 99 in 100 with inhibition below about 76%;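 further: plate controls were DMSO cells for no effect and high antibiotic wells for full effect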
H37Rv inhibition: M. tuberculosis growth inhibition, HTS (AID 449762); one-dose inhibition, % at 25 µM; IC50 in µM for titrated hits; 330,000 tested, 0.59% active; M. tuberculosis H37Rv growth inhibition, 7H9 media; higher % means a stronger effect; in the data active means a potency from the dose series; inconclusive means inhibition above about 70% without an active follow-up result;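 further: bacterial growth assessed after seven days of incubation; strong numbers were not always called active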
influenza NS1A: H1N1 influenza NS1A inhibitors, functional cell based assay (AID 504329). 340,000 tested, 0.3% active. NS1A functional cell-based assay, percent inhibition; higher % means a stronger effect. inhibition, % at 12.5 µM, or IC50 in µM where a hit was titrated; in the data active means a potency from the dose series; inconclusive means inhibition above about 27% without an active follow-up result; further: strong numbers were not always called active
Salmonella PhoP GFP: PhoP regulon inhibitors, Salmonella typhi PhoP promoter GFP reporter, confirmatory (AID 1850); Salmonella Typhi PhoP-promoter GFP reporter, fluorescence, 4 h; higher % means a stronger effect; one-dose inhibition, % at 50 µM; IC50 in µM for titrated hits; 310,000 tested, 0.33% active; in the data active means a potency from the dose series; inconclusive means inhibition mostly from about 25% at the one dose, without a potency; inactive means the rest, 99 in 100 with inhibition below about 19%;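 further: 0% = induced wells with vehicle and 100% = uninduced wells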
VEEV TC-83 Vero 10K pilot screen: recorded beside VEEV TC-83 Vero, whose call it bears; inhibition, %; measured here: 10K pilot screen inhibition
The depositor's hits bear a star; i = inactive; ? = inconclusive; nt = no result given; & = joins results of further samples.

SMILES	VEEV TC-83 Vero	tuberculosis growth	H37Rv inhibition	influenza NS1A	Salmonella PhoP GFP	others
O=C(Nc1ccc(N2CCN(c3ccc(C(F)(F)F)cn3)CC2)nc1)c1cccs1	0.4%	5%	9%	7%	-22%
Cc1ccc(C(=O)NC(CCc2ccccc2)C(=O)O)cc1 (configuration not stated)	i	nt	nt	-4%	nt
CCOC(=O)CSc1cc(=O)n(CC)c2ccccc12	4.7%	19%	27%	6%	0%
O=C1Nc2ccccc2/C1=C/c1ccccc1Cl	i	8%	11%	-10%	1%
Cn1ncc(C#N)c1NC(=O)C1CC(c2c(F)cccc2Cl)=NO1 (configuration not stated)	0.3%	14%	-1%	1%	-11%
CCOC(=O)N1CCN(c2cc(C)c([N+](=O)[O-])cc2F)CC1	i	83%	-2%	0%	13%
CCOC(=O)C1=C(C)NC(=O)NC1c1ccccc1Cl (configuration not stated)	7.0%	-13%	-11%	-4%	3%
O=C(O)Cc1sc(Nc2cccc3ccccc23)nc1-c1ccc(F)cc1	i	2%	6%	-23%	12%
COc1cc(OC)c2ccc(=O)oc2c1C(CC(=O)N1CCOCC1)c1ccc(N(C)C)cc1 (configuration not stated)	i	1%	1%	8%	-13%
Cn1c(=O)c2c(nc(N3CCc4ccccc4C3)n2Cc2ccc(Br)cc2)n(C)c1=O	7.1%	4%	-9%	-2%	5%
c1cncc(-c2nnc(-c3cccs3)o2)c1	7.7%	12%	-1%	-8%	-2%
CC(=O)c1cc(C#N)c(SCC(=O)Nc2nccs2)nc1C	11%	5%	13%	-5%	-15%
COc1cccc(NC(=O)C2CCN(c3cnccn3)CC2)c1	0.4%	-3%	-1%	9%	3%
COC(CNC(=O)C(=O)NCC1OCCN1C(=O)c1ccc(Cl)cc1)OC (configuration not stated)	0.6%	-6%	4%	2%	9%
O=C(COCc1cc(-c2ccc3c(c2)OCO3)on1)N1CCCCC1	i	46%	1%	-6%	-9%
CCn1c(O)c2ccc(C(=O)N=NC(=O)c3cccnc3)cc2c1O	i	3%	-1%	6%	1%
Cc1ncc(CN2CCCC(C(=O)Nc3ccc(-c4cscn4)cc3)C2)cn1 (configuration not stated)	3.9%	-8%	-5%	2%	-6%
CNc1nc2c(Cl)cc(Cl)cc2s1	3.5%	-1%	0%	14%	4%
COC(=O)c1ccc(-n2cncn2)c([N+](=O)[O-])c1	0.5%	0%	-1%	6%	2%	VEEV TC-83 Vero 10K pilot screen=0.3
O=C(NC(=S)NCCC1=CCCCC1)c1ccco1	0.8%	57%	27%	3%	2%
Cc1nnsc1S(=O)c1ccccc1Cl (configuration not stated)	0.3%	-21%	0%	-5%	-10%
O=C(Cn1c(COc2ccccc2)nc2ccccc21)Nc1cc(Cl)cc(Cl)c1	i	6%	4%	-1%	-5%
O=c1cc(N2CCCCC2)c(-c2ccccc2)nn1Cc1cccc(Cl)c1	1.0%	-1%	9%	-5%	3%
O=C1NC(=O)C(Cc2ccccc2)(c2cccnc2)N1 (configuration not stated)	i	-8%	-6%	-7%	0%
O=S1(=O)CC/C(=N\O)c2ccccc21	2.7%	-16%	-21%	3%	5%

Overlap with the part before: 2 compounds, then new ones.
SMILES	VEEV TC-83 Vero	tuberculosis growth	H37Rv inhibition	influenza NS1A	Salmonella PhoP GFP	others
O=C1NC(=O)C(Cc2ccccc2)(c2cccnc2)N1 (configuration not stated)	i	-8%	-6%	-7%	0%
O=S1(=O)CC/C(=N\O)c2ccccc21	2.7%	-16%	-21%	3%	5%
COc1cccc(CC2(CO)CCCN(CC3=Cc4cc(Cl)ccc4OC3)C2)c1 (configuration not stated)	0.8%	11%	?	-15%	12%
Cc1ccc(Sc2nnc(-c3ccccc3)cc2C#N)cc1	0.8%	0%	1%	0%	-2%
COc1ccccc1C1=NOC(C)(c2sc(-c3ccccc3)nc2C)C1 (configuration not stated)	0.6%	-8%	-2%	0%	0%	VEEV TC-83 Vero 10K pilot screen=1.0
COc1cccc(/C=C/C(=O)OCC(=O)NCc2ccc(Cl)cc2)c1	0.3%	12%	31%	8%	7%
Cc1ccc(C2=NOC(C)(c3nnc(-c4ccc(Cl)cc4)o3)C2)cc1 (configuration not stated)	0.7%	35%	0%	-4%	-15%
CN(C)CCn1c(C(=O)O)cc2ccccc21	0.5%	-5%	3%	-3%	9%
CCc1nnc(NC(=O)CN2C(=O)c3ccccc3C2=O)s1	1.1%	-4%	-11%	5%	-12%
O=C(Cn1cnc2scc(-c3cccc([N+](=O)[O-])c3)c2c1=O)NCc1ccco1	8.0%	38%	-4%	9%	-7%
Cc1ccc2c(c1)C(O)(CC(=O)c1ccc(C)s1)C(=O)N2 (configuration not stated)	0.3%	-16%	-4%	3%	-5%	VEEV TC-83 Vero 10K pilot screen=1.4
Cc1cc(C)nc(N/N=C2/CCCC/C2=C\c2ccccc2)n1	3.4%	27%	5%	-5%	-4%
Cc1csc(=Nc2ccccc2)n1Cc1ccco1	i	-4%	11%	12%	-4%
CSc1ccc(C(=O)C2CCCN(Cc3cc4ccccc4[nH]3)C2)cc1 (configuration not stated)	4.7%	i	?	7%	1%
O=C(NCCCN1CCCCCC1)c1cc2c(=O)oc3ccccc3c2s1	i	53%	7%	13%	4%
CNNC(=S)Nc1cccc(C(F)(F)F)c1	2.8%	0%	-5%	nt	7%
Nc1cc(N)nc(SCC(=O)N2CCCCC2)n1	i	8%	-2%	-5%	-3%
NC(=O)CCCSc1nc2ccccc2[nH]1	1.2%	-17%	-2%	2%	2%
CCn1c(-c2csc3ccccc23)n[nH]c1=S	i	8%	6%	15%	-11%
COc1ccc(OC)c(S(=O)(=O)N2CCC(C(=O)NC3CCCCC3)CC2)c1	i	-11%	-5%	3%	4%
O=C(/C=C/c1ccccc1)c1c[nH]c2ccccc12	5.4%	34%	4%	10%	7%
O=C(CCN1C(=O)/C(=C/c2cccs2)SC1=S)Nc1ccc(O)cc1	1.3%	0%	5%	6%	4%
O=c1oc2cc(Br)ccc2n1Cc1ccccc1	1.1%	67%	-1%	-3%	4%
CCn1c(O)c(C(c2ccccn2)c2c(O)n(CC)c(=S)[nH]c2=O)c(=O)[nH]c1=S	0.9%	9%	21%	1%	-7%
Cn1c(SCc2cccc(C#N)c2)nc2ccccc2c1=O	0.8%	24%	8%	-8%	-12%
CCOC(=O)c1c(NC(=O)CN2C(=O)NC3(CCCCCC3)C2=O)sc(C)c1-c1ccc(C)cc1	0.4%	18%	28%	-8%	-2%
O=C(CN1CCN(c2ccccc2O)CC1)NC(=O)NCc1ccco1	2.1%	10%	-5%	2%	-3%

The last 3 compounds of the part above lead into the next.
SMILES	VEEV TC-83 Vero	tuberculosis growth	H37Rv inhibition	influenza NS1A	Salmonella PhoP GFP	others
Cn1c(SCc2cccc(C#N)c2)nc2ccccc2c1=O	0.8%	24%	8%	-8%	-12%
CCOC(=O)c1c(NC(=O)CN2C(=O)NC3(CCCCCC3)C2=O)sc(C)c1-c1ccc(C)cc1	0.4%	18%	28%	-8%	-2%
O=C(CN1CCN(c2ccccc2O)CC1)NC(=O)NCc1ccco1	2.1%	10%	-5%	2%	-3%
Cc1c(O)ccc2cc(S(=O)(=O)c3ccccc3)c(=O)oc12	0.2%	15%	-4%	-5%	-25%
Cc1ccc([N+](=O)[O-])cc1	0.3%	-3%	-7%	2%	nt
CCn1c(-c2ccccc2Cl)nn(CC(=O)Nc2cc(Cl)ccc2Cl)c1=S	6.3%	28%	15%	6%	0%
CC1CC(C)CN(C(=O)C2CCN(S(=O)(=O)N3CCC4(CC3)OCCO4)CC2)C1 (configuration not stated)	0.1%	0%	2%	8%	-9%
COc1ccccc1NC(=O)COC(=O)c1oc2ccccc2c1C	2.4%	14%	10%	-9%	7%
COc1ccc(S(=O)(=O)Nc2ccccc2C(=O)N2CCCCC2)cc1C	1.7%	7%	-4%	-8%	0%
CCC(C(=O)Nc1cccc(C(F)(F)F)c1)c1ccccc1 (configuration not stated)	4.5%	15%	-12%	-11%	0%
CCOC(=O)c1cc(NC(=O)c2ccc(C)cc2)c(=O)oc1-c1ccccc1	2.7%	-10%	-4%	4%	-15%
CC1(CO)COC(c2ccccc2)=N1 (configuration not stated)	i	2%	-14%	2%	-1%
CCN(C(=O)c1cc2c(=O)n3ccccc3nc2s1)C1CCCCC1	11%	17%	8%	-13%	11%
COc1ccc(N2CCN(S(=O)(=O)c3c(C)noc3/C=C/N(C)C)CC2)cc1	1.5%	6%	-7%	-1%	-15%
C(=N\Nc1ncnc2nc[nH]c12)/c1cccs1	1.9%	11%	2%	9%	-4%
CCCCCCSc1ccc(-c2nc3cc(C)ccn3c2NC2CCCCC2)cc1	i	47%	-2%	8%	nt
CCOCCCNC(=O)C(NC(=O)c1ccc(=O)[nH]c1)c1ccc(C)cc1 (configuration not stated)	0.5%	nt	-8%	-5%	-11%
N#CC(C(=O)NC1CC1)c1nc2ccccc2nc1N1CCCC1 (configuration not stated)	6.0%	10%	11%	-16%	2%
O=C1CCN(S(=O)(=O)c2ccccc2)CCN1CCOCc1ccccc1	2.0%	-2%	2%	-14%	-5%
Cc1cccc(CN2CCN(CC(C)C)C(CCO)C2)n1 (configuration not stated)	i	-1%	4%	15%	-12%
CCCC[n+]1ccn(C2=C([O-])c3ccccc3C(=O)/C2=N\S(=O)(=O)c2ccc(Br)cc2)c1	2.6%	5%	-5%	14%	-5%
COc1ccc(CNc2nc3c(c(=O)n(Cc4ccc(Cl)cc4)c(=O)n3C)n2C)cc1	2.5%	8%	-7%	-21%	-3%
OCC[C@@H]1C[C@@H](O)[C@H](O)[C@]2(Cc3ccccc3CO2)O1	0.4%	-2%	0%	-11%	-7%
COC1=C(OC)C(=O)C(Sc2ccc3ccccc3c2)=CC1=O	1.6%	nt	nt	12%	nt
CCCCN1C(=O)c2ccc(C(=O)NC3(C)CCS(=O)(=O)C3)cc2C1=O (configuration not stated)	0.7%	3%	-12%	-8%	nt
O=C(COC(=O)c1ccccc1-c1nc2ccccc2s1)Nc1ccccc1C(F)(F)F	1.6%	27%	9%	-5%	-5%
NC(=O)c1sc2nc(N3CCOCC3)c3c(c2c1N)CCCC3	8.7%	nt	-1%	-4%	0%
ClC1C(Cl)C(Cl)C(Cl)C(Cl)C1Cl (configuration not stated)	1.1%&3.3%	-4%&36%	-4%&48%	2%&0%	-3%&-4%

Continued.
SMILES	VEEV TC-83 Vero	tuberculosis growth	H37Rv inhibition	influenza NS1A	Salmonella PhoP GFP	others
COc1ccc(CC(=O)Nc2nc3ccccc3s2)cc1S(=O)(=O)N1CCOCC1	7.3%	23%	-11%	-9%	2%
CC(=O)NCCNC(=O)c1ccc(Sc2ccccc2)c([N+](=O)[O-])c1	i	-2%	2%	-12%	5%
N#Cc1ccc(-c2cn3c(n2)SCC3)cc1	0.9%	3%	2%	-4%	11%
CCCC(=O)Nc1c(-c2cccc(C)c2)c(=O)c2ccccc2n1C	0.8%	-2%	-4%	-8%	2%
Cc1onc(-c2ccccc2)c1C(=O)NNC(=S)NC(=O)c1ccc(Br)cc1	3.3%	?	?	-6%	-3%
CC1(C)C2CCC1(CS(=O)(=O)N1CCCC1C(=O)O)C(=O)C2 (configuration not stated)	2.8%	3%	9%	-2%	nt
Cc1ccsc1/C=C/C(=O)O	0.1%	-1%	-15%	-6%	2%
COc1ccc(NS(=O)(=O)c2ccc(C)cc2)c([N+](=O)[O-])c1	0.6%	5%	5%	4%	6%
C=CCn1c(Sc2nc(C)cs2)nc2c1c(=O)[nH]c(=O)n2C	2.1%	1%	4%	-11%	2%	VEEV TC-83 Vero 10K pilot screen=1.7
O=C(/C=C/c1ccccc1)NC(=S)N1C[C@H]2C[C@H](C1)c1cccc(=O)n1C2	0.7%	3%	-11%	4%	2%
CCc1cccc(NS(=O)(=O)c2csc(C(N)=O)c2)c1	1.1%	15%	-1%	-2%	-13%
COc1ccc(C(=O)/C=C(\C)NCc2ccc3c(c2)OCO3)cc1	3.8%	6%	0%	-1%	-2%
OCC1(Cc2ccc(F)cc2)CCCN(CCc2ccccc2)C1 (configuration not stated)	i	7%	0%	4%	0%

Already shown: an excerpt of the list.
SMILES	VEEV TC-83 Vero	tuberculosis growth	H37Rv inhibition	influenza NS1A	Salmonella PhoP GFP	others
COc1ccc(CC(=O)Nc2nc3ccccc3s2)cc1S(=O)(=O)N1CCOCC1	7.3%	23%	-11%	-9%	2%
CC(=O)NCCNC(=O)c1ccc(Sc2ccccc2)c([N+](=O)[O-])c1	i	-2%	2%	-12%	5%
N#Cc1ccc(-c2cn3c(n2)SCC3)cc1	0.9%	3%	2%	-4%	11%
CCCC(=O)Nc1c(-c2cccc(C)c2)c(=O)c2ccccc2n1C	0.8%	-2%	-4%	-8%	2%

Random draw from the library (roughly 1.5% active in at least one column).
